Menin MLL FP TR – displaces Texas Red mutant MLL peptide from human menin. 270,000 tested, 0.23% active. O00255. AID 1768. Potency, µM (series often up to 61.6 µM), for the others: at the top dose FP activity change, negative = inhibition, hits mostly inhibitors. Menin + Texas Red MLL mutant peptide, fluorescence polarization; active = well fitted inhibition curve with a large enough effect in the polarisation, with a control signal flat, not every such curve was filed as active; inconclusive = small, poorly fitted or top-dose-only effect, or effect the other way, or a change in a side signal; inactive = no such curve, though single readings can be large or run the other way; the % refers to the polarisation; note: potency is the fitted concentration of half-maximal effect; % of control where 0% means no effect; many of its hits are not listed in these tables
B2AR arrestin – recruits beta-arrestin to the human beta2-adrenergic receptor; beta-arrestin recruitment to beta2AR, cell-based reporter; Potency, µM (titrated, usually from 46.1 µM), inactives show top-dose activation, hits mostly activators; 330,000 tested, 0.02% active; P07550;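 note: potency is the fitted concentration of half-maximal effect; 0% = DMSO controls and full agonism = EC100 isoproterenol or metaproterenol; nearly all actives have a fitted effect of over 65% in size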
Target sequence (P07550 whole entry, looked up): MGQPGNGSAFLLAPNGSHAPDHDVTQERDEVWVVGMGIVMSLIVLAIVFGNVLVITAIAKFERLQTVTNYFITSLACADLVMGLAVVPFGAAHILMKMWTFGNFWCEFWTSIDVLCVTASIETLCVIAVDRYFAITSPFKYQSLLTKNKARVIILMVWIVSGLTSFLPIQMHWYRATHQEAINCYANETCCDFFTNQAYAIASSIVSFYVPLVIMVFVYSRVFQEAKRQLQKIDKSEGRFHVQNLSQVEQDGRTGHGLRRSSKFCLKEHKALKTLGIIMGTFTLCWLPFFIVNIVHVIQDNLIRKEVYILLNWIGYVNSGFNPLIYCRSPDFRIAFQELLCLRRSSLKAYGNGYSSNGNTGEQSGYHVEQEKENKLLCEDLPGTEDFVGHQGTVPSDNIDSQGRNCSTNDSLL
USP2a inh – blocks human ubiquitin-specific protease USP2a | O75604 | USP2 core, Ub-CHOP2 coupled fluorogenic reporter, 485/531 | Potency, µM (doses to about 38.3 µM), inactives show at the top dose activity change, negative = inhibition, actives largely listed as inhibitors | 330,000 tested, 0.01% active;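 note: potency is the fitted concentration of half-maximal effect; plate controls were DMSO wells for no effect and full inhibition by NEM control for full effect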
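USP2 core (10nM final) preincubated 30min RT with compound in 20mM Tris-HCl pH 8.0, 2mM CaCl2, 2mM beta-mercaptoethanol, 0.05% CHAPS; 25nM Ub-CHOP2 plus 25nM reporter substrate added, fluorescence (Ex485/Em531) read after 60min.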
FBPA coupling cs – counter-screen for Giardia aldolase inhibitors: coupling enzyme system; coupling enzyme system counterscreen, AmpLite Red fluorescence; activity change, negative = inhibition, % at 58.2 µM, hits read low; 290,000 tested, 0.67% active; AID 2472; in the data active = activity change below about -30%; note: % is set by controls: 0 for no effect and ±100 for the full control effect
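Counterscreen lacking aldolase: glyceraldehyde-3-phosphate coupling-enzyme reagent preincubated 10 min at RT with compound (at 57.5 uM final), then substrate/coupling system with AmpLite Red added; fluorescence read at 525/598 nm after 20 min RT.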
MLL CXXC-DNA inh – MLL CXXC-DNA interaction inhibition. MLL-CXXC / FITC-HOXA9 DNA fluorescence polarization. Potency, µM (titrated, usually from 115 µM), inactives show at the top dose activity change, negative = inhibition, usual class: inhibitors. 290,000 tested, 0.037% active. AID 2662; active = well fitted inhibition curve with a large enough effect in the polarisation, with a control signal flat, not every such curve was filed as active; inconclusive = small, poorly fitted or top-dose-only effect, or effect the other way, or a change in a side signal; inactive = no such curve, though single readings can be large or run the other way; the % refers to the polarisation; note: potency is the fitted concentration of half-maximal effect
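Fluorescence polarization: 7 uM MLL-CXXC (stock) preincubated 5 min with compounds, then 50 nM fluorescein-HOX-A9 DNA (stock) added; 30 min ambient. Buffer 50 mM Tris-HCl pH 7.5, 50 mM NaCl, 1 mM DTT, 0.05% BSA.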
KCNH2 WT inh – blocks the wildtype human KCNH2 potassium channel. activity change, % at 1.84 µM. U2OS, BacMam KCNH2, thallium flux FluxOr; stronger effect = lower value. 340,000 tested, 0.37% active. Q12809;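 active = maximum activity change below -70%; inconclusive = maximum activity change between -70% and -50%; inactive = maximum activity change above -50%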; note: % is set by controls: 0 for no effect and ±100 for the full control effect
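U2OS cells transduced with wild-type KCNH2 virus are loaded with FluxOr dye for 45 min, and thallium flux is measured in kinetic reads before and after stimulation buffer. Rate constants are normalized to DMSO controls.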
TRPV1 agonist – human TRPV1 agonism; TRPV1-expressing cells, Fluo-8 calcium influx, agonist mode; Q8NER1; 320,000 tested, 0.19% active; activation, % at 8.33 µM; AID 540275; in the data active = activation above about 80%; inconclusive = between about 30% and that limit; note: 0% is about no effect
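Fluo-8 calcium influx in TRPV1-expressing cells, kinetic read (ex 480/em 520 nm). Compound added and read 3 min for agonist activity, followed by capsaicin at EC20 final and 2 min further read for enhancement.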
GALK inh – inhibitors of human galactokinase; Potency, µM (titrated, usually from 57.5 µM), for inactives: at the highest dose activity change, negative = inhibition, hits mostly inhibitors; P51570; AID 1868; 270,000 tested, 0.007% active; Purified GALK, Kinase-Glo residual ATP luminescence; note: potency is the fitted concentration of half-maximal effect; % is set by controls: 0 for no effect and ±100 for the full control effect
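ATP-depletion format; final 35 uM ATP, 100 uM D-galactose, 5 nM enzyme; pH 8.0 HEPES/Mg2+ buffer; 60 min RT; luminescence read 10 min after detection reagent.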
KCNH2 3.1 inh – KCNH2 3.1 (human) potassium channel inhibition. U2OS KCNH2 3.1, thallium flux FluxOr; stronger effect = lower value. activity change, % (tested at about 1.8 µM). 340,000 tested, 0.95% active. AID 720553;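 active = maximum activity change below -70%; inconclusive = maximum activity change from -70% to -50%; inactive = maximum activity change above -50%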;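 note: thallium influx rate constant from kinetic fluorescence after stimulation buffer; % is set by controls: 0 for no effect and ±100 for the full control effect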
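Normalized rate constant (relative to positive and negative DMSO controls) derived from a 2 min kinetic fluorescence read after stimulation; U2OS cells expressing the 3.1 isoform via virus at 1.77 x 10^8 /mL.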
PKM2 act – PKM2 (human) enzyme activation | AID 1631 | P14618 | purified PKM2, Kinase-Glo ATP luminescence, activation; response scale: 0% is enzyme alone, no compound | Potency, µM (highest dose often 57.5 µM), for the others: top-dose activation, usual class: activators | 260,000 tested, 0.34% active; note: potency is the fitted concentration of half-maximal effect; % is set by controls: 0 for no effect and ±100 for the full control effect; nearly all actives have a fitted effect of over 55% in size
Target sequence (P14618 whole entry, looked up): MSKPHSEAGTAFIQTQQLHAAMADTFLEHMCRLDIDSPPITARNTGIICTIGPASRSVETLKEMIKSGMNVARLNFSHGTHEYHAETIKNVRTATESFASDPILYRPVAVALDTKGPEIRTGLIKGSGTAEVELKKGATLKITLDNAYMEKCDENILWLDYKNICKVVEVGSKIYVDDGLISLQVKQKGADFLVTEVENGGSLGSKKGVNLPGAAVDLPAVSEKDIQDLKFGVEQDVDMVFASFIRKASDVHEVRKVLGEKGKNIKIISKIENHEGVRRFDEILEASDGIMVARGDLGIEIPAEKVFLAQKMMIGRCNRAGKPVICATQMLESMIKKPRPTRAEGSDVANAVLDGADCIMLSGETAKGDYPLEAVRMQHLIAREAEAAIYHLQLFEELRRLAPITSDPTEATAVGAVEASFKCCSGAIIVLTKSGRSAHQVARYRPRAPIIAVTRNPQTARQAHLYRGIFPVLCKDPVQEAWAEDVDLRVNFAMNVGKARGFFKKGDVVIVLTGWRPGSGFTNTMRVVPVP
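Kinase-Glo luminescence reports ATP generated from ADP (0.1 mM) and PEP (0.5 mM) by purified hPK-M2 after 1 h at room temperature, pH 7.2 imidazole buffer; intermediate enzyme activity allows detecting inhibitors and activators.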
Giardia killer – Giardia lamblia killing; AID 540267; 340,000 tested, 0.15% active; activity change, % at 7.66 µM, hits read low; Giardia lamblia trophozoite viability; in the data active = activity change below about -80%; inconclusive = between about -30% and that limit;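 note: parasites exposed to compound for two days anaerobically before the ATP read; % is set by controls: 0 for no effect and ±100 for the full control effect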
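Giardia lamblia trophozoites (100 cells/well) were incubated with compounds for 48 h at 37 deg C under anaerobic conditions. Viability was read as ATP content by one-step luminescence after 15-30 min at room temperature.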
Numbers without * were called inactive; ? = inconclusive; . = not tested or not shown; [ ] = dose if it differs, or a comment. Unless noted, calls come from the whole dose curve; as a rule, active = well fitted curve in the direction sought with a large enough effect; inconclusive = small, poorly fitted or top-dose-only effect, or another doubt; inactive = no such curve, though single readings can be large; an effect the other way counts as inactive or inconclusive.

SMILES | Menin MLL FP TR | B2AR arrestin | USP2a inh | FBPA coupling cs | MLL CXXC-DNA inh | KCNH2 WT inh | TRPV1 agonist | GALK inh | KCNH2 3.1 inh | PKM2 act | Giardia killer
COc1cccc(N2C(=O)CC(N3CCC(C(N)=O)(N4CCCCC4)CC3)C2=O)c1 (stereo not given) | 4% | -0.5% | 1% | 1 | 3% | -23 | 5 | 0% | -13 | 1% | 6
Cc1nc2ccc(NC(=O)c3ccc(Br)o3)cc2s1 | -1% | -0.1% | 2% | -6 | 3% | 2 | ? | 3% | 13 | 1% | -26
CCc1nc2n(n1)C(O)c1cc([N+](=O)[O-])ccc1S2 (stereo not given) | . | -0.5% | 2% | 2 | -6% | -4 | -1 | -2% | 4 | 2% | -3
CCN(CC(=O)N1CCN(c2ccccc2)CC1)S(=O)(=O)c1ccc(C)cc1 | -4% | -1.1% | 2% | 4 | -8% | 1 | -1 | 0% | -2 | -3% | 2
Cc1nn(C)c(C)c1/C=N/N=C1\CCC2C3CCc4cc(O)ccc4C3CCC12C (stereo not given) | -6% | 0.3% | -1% | -2 | 31%[activator] | 8 | 0 | -2% | 19 | 1% | 8
Cc1nnc2n(Cc3ccccc3)c(=O)c3c4c(sc3n12)COC(C(C)C)C4 (stereo not given) | ? | 4.3% | 0% | -2 | -2% | 13 | ? | -4% | 5 | -4% | 10
CC1(C)Cc2c(C#N)c(SCc3nc4ccccc4[nH]3)nc(N3CCOCC3)c2CO1 | -4% | 0.4% | 3% | 0 | 1% | -5 | ? | -1% | 1 | 4% | -2
Cc1cc(C)cc(NC(=O)C2CCCN2S(=O)(=O)c2cccc3cccnc23)c1 (stereo not given) | -11% | 0.2% | 0% | 1 | 33%[activator] | -8 | -1 | 0% | -21 | . | -17
NC(=S)NNC(=O)c1ccccc1Cl | . | 0.2% | 0% | 3 | -3% | 2 | -2 | 6% | 8 | -3% | 9
Cc1ccc(NC(=O)N2CCC(NC(=O)c3ccco3)CC2)cc1 | -10% | 0.2% | 2% | 1 | 0% | 2 | -3 | 12% | 19 | -5% | -14
CC(=O)CCc1ccccc1 | . | -0.1% | 1% | . | . | -1 | -3 | . | 2 | . | 2
CNC(=O)NC(=O)C(C)N1CCN(C/C=C/c2ccccc2)CC1 (stereo not given) | 2% | 0.0% | 0% | 2 | 4% | 16 | 0 | -2% | -32 | 5% | 6

The final five entries of the part before lead into the next:
SMILES | Menin MLL FP TR | B2AR arrestin | USP2a inh | FBPA coupling cs | MLL CXXC-DNA inh | KCNH2 WT inh | TRPV1 agonist | GALK inh | KCNH2 3.1 inh | PKM2 act | Giardia killer
Cc1cc(C)cc(NC(=O)C2CCCN2S(=O)(=O)c2cccc3cccnc23)c1 (stereo not given) | -11% | 0.2% | 0% | 1 | 33%[activator] | -8 | -1 | 0% | -21 | . | -17
NC(=S)NNC(=O)c1ccccc1Cl | . | 0.2% | 0% | 3 | -3% | 2 | -2 | 6% | 8 | -3% | 9
Cc1ccc(NC(=O)N2CCC(NC(=O)c3ccco3)CC2)cc1 | -10% | 0.2% | 2% | 1 | 0% | 2 | -3 | 12% | 19 | -5% | -14
CC(=O)CCc1ccccc1 | . | -0.1% | 1% | . | . | -1 | -3 | . | 2 | . | 2
CNC(=O)NC(=O)C(C)N1CCN(C/C=C/c2ccccc2)CC1 (stereo not given) | 2% | 0.0% | 0% | 2 | 4% | 16 | 0 | -2% | -32 | 5% | 6
O=c1[nH]c(CN2CCC(c3nc4ccccc4s3)CC2)nc2sc3c(c12)CCC3 | -2% | 0.5% | 2% | 0 | 14% | . | -2 | 10% | . | -1% | .
Cc1sc2ncnc(N3CCC(C(=O)N(C)CC(=O)Nc4ccc(Cl)c(C(F)(F)F)c4)CC3)c2c1C | . | 0.4% | -1% | . | . | 5 | ? | . | -15 | . | -9
CS(=O)(=O)Cc1cccc(C(=O)NN(c2ccccc2)c2ccccc2)c1 | 0% | 0.0% | -1% | -1 | -5% | 4 | -2 | -3% | -17 | -7% | 4
Cc1c(O)ccc(-c2[nH]ncc2-c2nc3ccccc3s2)c1O | . | 0.1% | 2% | -2 | 13% | -3 | 1 | -3% | -11 | -1% | 1
O=C1NCCOC(=O)[C@@H](Cc2ccc(F)cc2)C/C=C\C[C@@H]1CC(=O)N(CCO)Cc1ccccc1 | . | 0.1% | 3% | . | . | 9 | . | . | 8 | . | 1
O=C(COc1ncnc2ccc(Br)cc12)NCc1ccco1 | . | -0.4% | 3% | 4 | -20% | -5 | 1 | -2% | 7 | -11% | 3
CC1CCCCC1NCC(=O)Nc1ccccc1-c1ccccc1 (stereo not given) | -13% | -0.6% | 0% | 4 | -13% | 0 | 15 | 1% | -31 | 0% | -23
NNC(=O)CCc1nc2ccc(O)cc2[nH]1 | 5% | 0.1% | -1% | -2 | 2% | 0 | 4 | 0% | 7 | ? | -6
COc1ccc2oc(=O)c(C(C)=O)cc2c1 | -16% | -0.4% | 6% | 1 | 20% | 11 | 0 | 0% | -5 | 4% | 7
C[C@H](NC(=O)c1nc[nH]c1C(=O)N[C@@H](Cc1ccccc1)C(=O)OCc1ccccc1)c1ccccc1 | 7% | 0.3% | 6% | -6 | -14% | -5 | -2 | -1% | -31 | 1% | 40[activator]
O=C1OC(Nc2nc(-c3ccc(F)cc3)cs2)c2ccccc21 (stereo not given) | -9% | 0.1% | 1% | -2 | 5% | 2 | 2 | 0% | 15 | . | 7
CCOc1ccc(NC(=O)CSc2nncn2C)cc1 | 13% | 0.3% | 1% | 0 | -8% | -7 | -1 | 3% | -7 | . | 3
Cc1cc(S(=O)(=O)N2CCN=C2c2ccccc2)c(C)cc1Cl | 0% | -1.5% | 0% | -7 | -9% | -12 | 30 | 1% | -1 | 7% | -11
O=C(NCc1ccccc1Cl)c1ccc2nnsc2c1 | . | 0.3% | 0% | -4 | 0% | 4 | ? | 0% | 12 | 11% | -10
O=C(N1CCN(c2cccc(Cl)c2)CC1)C1(c2cccs2)CCOCC1 | 15% | -0.3% | 5% | 0 | -4% | 12 | 5 | 0% | -17 | 2% | 0
CCOC(=O)C1CCCN(CCC(=O)Nc2ccccc2C)C1 (stereo not given) | -1% | 0.2% | 0% | 1 | 0% | -8 | 4 | 3% | -2 | 1% | -3
COC(=O)c1ccc(C[n+]2ccccc2)cc1 | 4% | 0.9% | 1% | -1 | -6% | 2 | -2 | -1% | -1 | 4% | -7
CC(NCc1nc2ccccc2n1C)C12CC3CC(CC(C3)C1)C2 (stereo not given) | ? | 0.1% | -4% | 0 | -16% | -2 | ? | 1% | -6 | 2% | 19
Cc1cccc(Oc2coc3cc(OC(=O)c4cncc(Br)c4)ccc3c2=O)c1 | 0% | 0.3% | 8% | 6 | -1% | 0 | 5 | 0% | -20 | -3% | ?
O=C(OCC(=O)c1c[nH]c2ccccc12)c1ccco1 | 7% | -0.2% | 10% | -3 | -5% | 3 | 19 | 0% | 2 | 0% | -22
CC(C)Oc1ccc(C(=O)O)c(C(=O)O)c1 | -1% | 0.1% | 1% | 0 | 3% | -18 | -3 | -1% | -10 | 1% | -9
COc1ccc(/C=c2\s/c(=C/C(=O)c3ccc(C)cc3)[nH]c2=O)cc1OC | ? | 2.7% | 16% | -1 | ? | -2 | 14 | 0% | -10 | 10% | 4
c1ccc(Cn2c(CNc3nc4ccccc4n3CCN3CCCCC3)nc3ccccc32)cc1 | ? | -0.4% | -2% | 1 | 2% | -13 | 28 | 1% | ? | ? | 19
CN(C1CCCCC1)C(CNS(=O)(=O)c1ccc(Cl)cc1)c1ccccc1 (stereo not given) | ? | 0.0% | -1% | 0 | -5% | 21 | 17 | 0% | -29 | . | 1
COc1ccc(N2CCN(C(=O)CSc3nc4nc(C)cc(C)n4n3)CC2)cc1 | . | 0.1% | 12% | . | . | -7 | -2 | . | -4 | . | -5
Cc1ccccc1Sc1ncnc2onc(C)c12 | 10% | 0.1% | -1% | 2 | 16% | 4 | 1 | 0% | 7 | -4% | 9
CC(=O)NC1C(OCc2ccccc2)OC(COC(C)=O)C(OC(C)=O)C1OC(C)=O (stereo not given) | 11% | 7.5% | 4% | 2 | 3% | 16 | 2 | 1% | 4 | -4% | 12

Screens as filed in PubChem.

The list is partial; the hit share may differ from the screen's.
